# Gli-Sufu antag: Gli-Sufu pathway antagonism | Sufu-KO-LIGHT fibroblasts, Gli luciferase reporter luminescence | inhibition, % at 5 µM | actives 0.74% (n = 340,000);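 active means inhibition above about 55%, limit read from the data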;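 further: 0% = DMSO-treated cells and 100% = wells with medium but no cells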
# CCR6 antagonist: antagonists of human CCR6 receptor | P51684 | inhibition, % at 20 µM | CHO-K1 CCR6 PathHunter beta-arrestin, luminescence, CCL20-stimulated | AID 493098 | actives 0.49% (n = 340,000);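 active means compounds whose inhibition of the agonist-driven luminescence signal at 20 µM reaches about 50%, limit read from the data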;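 further: cells stimulated with CCL20 at 14 nM final; plate controls were DMSO with CCL20 for no effect and DMSO without agonist for full effect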
# CXCR6 block: blocks human CXCR6 beta-arrestin recruitment; actives 0.36% (n = 360,000); AID 602244; CHO-K1 PathHunter CXCR6 beta-arrestin, luminescence; inhibition, % at 20 µM; O00574; in the data active means inhibition above about 34%, passing the limit was not always enough;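 further: antagonist mode with CXCL16 agonist at 10 nM final; 0% = 10 nM CXCL16 with DMSO and 100% = unstimulated wells without agonist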
# Target sequence (O00574 whole entry, looked up): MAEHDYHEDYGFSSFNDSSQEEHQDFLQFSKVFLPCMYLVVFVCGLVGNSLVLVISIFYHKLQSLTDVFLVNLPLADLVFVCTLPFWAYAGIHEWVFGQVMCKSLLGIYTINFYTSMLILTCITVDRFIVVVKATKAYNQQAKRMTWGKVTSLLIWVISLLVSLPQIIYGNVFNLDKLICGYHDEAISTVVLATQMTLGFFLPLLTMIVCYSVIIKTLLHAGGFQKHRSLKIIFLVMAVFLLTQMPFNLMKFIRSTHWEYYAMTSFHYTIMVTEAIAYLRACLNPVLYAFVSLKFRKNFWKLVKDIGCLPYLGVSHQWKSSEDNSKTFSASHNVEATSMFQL
# EBI2 block: antagonists of human EBI2 receptor; P32249; EBI2 beta-arrestin recruitment, luminescence, 7a,25-OHC stimulated; inhibition, % at 5 µM; actives 0.81% (n = 360,000); in the data active means inhibition above about 38%;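 further: enzyme fragment complementation signal reports receptor beta-arrestin coupling in cells; 0% = agonist plus DMSO wells and 100% = wells without agonist; some results beyond the cut were filed as inactive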
# APJ antag: blocks the human apelin receptor APJ; P35414; CHO-K1 APJ beta-arrestin complementation, luminescence; inhibition, % at 20 µM; actives 0.32% (n = 330,000); AID 2521;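 active means inhibition above about 40% at 20 µM, limit read from the data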;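 further: cells challenged with 10 nM apelin-13 agonist together with compound; plate controls were apelin-13 plus DMSO wells for no effect and DMSO wells lacking apelin-13 for full effect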
# ATG4B inhibitor: blocks human ATG4B protease cleavage of LC3 substrate; actives 0.51% (n = 340,000); ATG4B cleavage of LC3-PLA2, NBD-HPC fluorescence, 1 h; inhibition, % at 8.33 µM; in the data active means inhibition above about 40%
# Target sequence (Q9Y4P1 whole entry, looked up): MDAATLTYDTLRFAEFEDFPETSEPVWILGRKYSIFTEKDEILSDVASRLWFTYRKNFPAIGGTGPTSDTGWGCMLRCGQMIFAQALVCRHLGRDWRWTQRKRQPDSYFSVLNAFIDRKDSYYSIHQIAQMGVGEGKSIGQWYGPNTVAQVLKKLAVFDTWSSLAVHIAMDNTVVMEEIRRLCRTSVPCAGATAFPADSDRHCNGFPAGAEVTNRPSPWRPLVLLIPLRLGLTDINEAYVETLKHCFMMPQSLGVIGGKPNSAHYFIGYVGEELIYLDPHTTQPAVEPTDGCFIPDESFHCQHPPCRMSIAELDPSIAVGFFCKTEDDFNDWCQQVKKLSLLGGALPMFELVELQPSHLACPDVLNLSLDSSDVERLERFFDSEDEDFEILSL
# APJ agonist: activates the human apelin receptor APJ | P35414 | CHO-K1 APJ PathHunter beta-arrestin, luminescence; 0% DMSO wells, 100% apelin | activation, % at 20 µM | actives 0.11% (n = 330,000) | AID 2520;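 active means activation more than six SD over the plate average, tested at 20 µM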;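 further: 0% = DMSO alone and 100% = apelin-13 at 10 nM; some results filed as inactive read as strong as hits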
#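 Assay system: engineered CHO-K1 APJ arrestin reporter cells; Amount: 1000 CHO-K1 reporter cells seeded per well; Dosing: one dose, 20 µM compound, 1% DMSO; Times: compound stimulation 90 min at 25 °C, detection 60 min; Measured by: luminescent beta-gal fragment complementation, chemiluminescent substrate; Read-out: APJ–arrestin association signal; Controls: DMSO vs Apelin-13 10 nM.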
# UBC13 inh: inhibitors of human UBC13 polyubiquitin chain formation. TR-FRET. actives 0.47% (n = 330,000). inhibition, % at 20 µM. P61088; in the data active means inhibition above about 45%, passing the limit was not always enough
# Target sequence (P61088 whole entry, looked up): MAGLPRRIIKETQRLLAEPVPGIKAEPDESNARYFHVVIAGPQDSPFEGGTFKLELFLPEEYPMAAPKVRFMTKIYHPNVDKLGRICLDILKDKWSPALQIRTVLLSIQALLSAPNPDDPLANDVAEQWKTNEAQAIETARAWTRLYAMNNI
# Starred values were filed as active, the others as inactive.
Compound,APJ agonist,UBC13 inh,ATG4B inhibitor,APJ antag,Gli-Sufu antag,CCR6 antagonist,CXCR6 block,EBI2 block
Cc1ccc(CSCC(=O)N(C)CC(=O)Nc2c(Cl)cccc2Cl)cc1,9,-4,8,14,-14,6,-2,4
CN(Cc1ccon1)C(=O)CCc1nnc(CCCCc2ccccc2)o1,-1,6,-25,-12,-23,-10,0,0
COc1ccc2c(=O)c(Oc3ccc(C(=O)O)cc3)c(C(F)(F)F)oc2c1,0,-6,-4,1,-50,2,1,3
Cc1ccc(CNC(=S)Nc2ccc(NS(=O)(=O)c3ccc(C)cc3)cc2)cc1,9,11,-4,-7,14,-8,-4,6
O=S(=O)(/N=C(\c1ccc(Cl)cc1)N1CCOCC1)c1ccccc1,-3,18,-12,7,-1,20,10,-10
S=c1[nH]nc(-c2ccc(Br)o2)n1Cc1ccccc1,-6,-6,8,7,1,21,6,-3
O=C(CCC(=O)N1CCOc2ccccc21)NCCCc1ccccc1,-5,1,-3,10,22,3,-5,-1
Cc1cccc(CC(=O)NCCN2CCCCC2)c1,7,-3,6,2,15,-8,6,0
CCOc1ccc(C(=O)NCC(=O)N2CCN(c3ccc(C(F)(F)F)cn3)CC2)cc1,4,14,-3,-8,4,12,-5,-15
COc1ccc(CC(NC(C)=O)C(=O)NC2CCN(S(=O)(=O)c3ccc(NC(C)=O)cc3)CC2)cc1OC (stereo unspecified),-1,6,5,8,3,15,8,-8
CN(C(=O)c1ccno1)c1nnc(-c2ccccn2)s1,-4,4,-4,14,-31,7,2,-10
COc1cccc(/C=N/c2oc(-c3ccccc3)cc2C#N)c1O,-2,-4,32,-2,14,3,-4,-13
COc1ccc(/C=N/NC2=NS(=O)(=O)c3ccccc32)cc1OC(C)=O,-3,-7,1,-2,9,6,-1,-2
COc1cc(C(=O)NCC(=O)N/N=C/c2ccc(OC(=O)c3ccco3)cc2)cc(OC)c1OC,-2,-15,-7,9,-3,13,-2,-2
CCN(C(=O)Cn1cc(C(C)=O)c2ccccc21)c1ccccc1,-3,-14,4,9,1,9,2,18
CCOC(=O)c1oc2ccccc2c1COC(=O)CNC(=O)c1cc(OC)c(OC)c(OC)c1,4,-2,-6,-52,2,12,-1,-10
COc1cc2c(cc1OC)C1=C(C#N)CC/C(=N\S(=O)(=O)c3cccc(Cl)c3)N1CC2,-2,-1,-12,-8,1,7,12,5
CC1Oc2ccccc2N(CC(=O)NC2CC2)C1=O (stereo unspecified),1,-1,-4,7,27,12,-9,-1
N#Cc1c(NC(=O)c2ccncc2)sc2c1CCC2,2,7,-11,-19,8,3,-5,-4
CN(C)CCCNC(=O)c1cc(C(=O)c2cccc(Cl)c2Cl)c[nH]1,-2,11,-2,13,1,11,4,4
c1csc(Cc2nn3c(-c4ccncc4)nnc3s2)c1,-4,-4,0,-5,-3,23,-8,6
O=C(O)c1ccc(NS(=O)(=O)c2ccc(Cl)c(C(=O)Nc3ccccc3)c2)cc1,-2,-19,0,-11,4,17,-11,-10
CC(=O)NC(CCS(C)(=O)=O)C(=O)Nc1cccc(C)c1C (stereo unspecified),-2,2,-2,3,2,-1,3,-5
CCCn1c2ccccc2c2nnc(SCC(=O)OCC)nc21,-5,2,0,15,2,26,11,-3
O=C(Nc1ccc(F)cc1)OCCOc1ccc([N+](=O)[O-])cc1,0,-1,-8,12,37,17,-5,12
COc1ccc(N(C(=O)CNC(=O)c2ccco2)C(C(=O)NC2CCCCC2)c2cccnc2)cc1 (stereo unspecified),-2,-4,-8,-4,-12,7,4,-2
CCCCCCCCCCCCN1[C@@H](CC(=O)O)c2cc(F)ccc2S1(=O)=O,2,-20,28,1,-4,4,9,11
O=C(OC(C(=O)NC1CCCC1)c1ccccc1F)c1ccco1 (stereo unspecified),-10,-1,-6,-13,0,5,-1,6
COc1cc(/C=N/NC(=O)C(C)Nc2n[nH]c(=O)[nH]c2=O)cc(OC)c1O (stereo unspecified),-3,10,2,4,4,9,-16,-11
COc1ccc(CCN2CCCn3c2nc2c3c(=O)n(CC(N)=O)c(=O)n2C)cc1OC,-1,3,-2,-1,-25,5,1,2
O=C(NCc1ccccn1)Nc1cccc([N+](=O)[O-])c1,24,-5,-7,3,3,0,-2,4
COC(=O)Nc1sc2c(c1C(N)=O)CCC(C)C2 (stereo unspecified),0,-12,-5,20,2,2,-7,-12
CC1(C)CC(=O)C2=C(C1)N(c1cccc(Cl)c1)C(=O)NC2(C(F)(F)F)C(F)(F)F,-2,7,3,8,27,5,3,3
COc1ccc(C(=O)COC(=O)C(CCSC)NC(=O)COc2ccccc2)cc1 (stereo unspecified),3,3,-10,-2,-9,-10,3,-2
CCOC(=O)C1=C(C)N=C(/N=C/N(C)C)SC1c1ccccc1 (stereo unspecified),0,2,3,12,2,6,2,-8
CC1CN(C(=O)C(c2ccccc2)c2ccccc2)CC(C)O1 (stereo unspecified),-1,-13,-8,-1,4,6,-3,-21
CCCn1c(N)c(C(=O)CSc2nc3ncc(Cl)cc3[nH]2)c(=O)n(C)c1=O,-1,-6,-8,-5,9,8,-7,9
CCOc1ccc(C(CC(=O)O)NC(=O)C(Sc2ccccc2)c2ccccc2)cc1 (stereo unspecified),-2,0,0,-2,-4,-1,9,-2
O=C(NC1C/C(=N/O)c2cc3c(cc21)OCO3)C(F)(F)F (stereo unspecified),1,-8,-14,11,-2,-2,-1,-1
C=CCC[C@H](Cc1ccc(F)cc1)C(=O)OC[C@H](Cc1c[nH]c2ccccc12)NC(=O)[C@@H](CC=C)CC(=O)N[C@H](CO)Cc1ccccc1,-4,15,-10,-6,7,-6,-3,23

# 3 entries drawn at random from the list so far:
Compound,APJ agonist,UBC13 inh,ATG4B inhibitor,APJ antag,Gli-Sufu antag,CCR6 antagonist,CXCR6 block,EBI2 block
COc1cc2c(cc1OC)C1=C(C#N)CC/C(=N\S(=O)(=O)c3cccc(Cl)c3)N1CC2,-2,-1,-12,-8,1,7,12,5
O=C(OC(C(=O)NC1CCCC1)c1ccccc1F)c1ccco1 (stereo unspecified),-10,-1,-6,-13,0,5,-1,6
CCOC(=O)C1=C(C)N=C(/N=C/N(C)C)SC1c1ccccc1 (stereo unspecified),0,2,3,12,2,6,2,-8

# Further entries:
Compound,APJ agonist,UBC13 inh,ATG4B inhibitor,APJ antag,Gli-Sufu antag,CCR6 antagonist,CXCR6 block,EBI2 block
COc1ccc(S(=O)(=O)N2CCN(c3ccccc3)CC2)cc1C(=O)N1CCCC1,-6,-5,1,8,6,-10,0,4
CC1CN(c2oc(-c3ccco3)nc2S(=O)(=O)c2ccccc2)CC(C)O1 (stereo unspecified),-7,-8,-6,2,2,1,2,-18
COc1ccc(NC(=O)Nc2ccc(C(C)C)cc2)cc1,-2,4,2,10,-8,12,5,-2
Cc1ccc(SCC(=O)OCC(=O)NCCc2ccccc2)cc1,-3,-1,6,4,-7,11,-3,-4
CCCCS(=O)(=O)N1CCCC(C(=O)Oc2ccccc2)C1 (stereo unspecified),-2,6,1,4,1,-16,-14,7
O=C(Nc1nc(-c2cc(Cl)sc2Cl)cs1)c1cccs1,-2,0,17,4,5,17,-21,18
COc1ccc([C@H]2[C@H](C(=O)OC(C)(C)C)N3N=Cc4ccccc4C3C23C(=O)c2ccccc2C3=O)c(OC)c1 (stereo partly specified),-2,-25,0,11,6,-18,7,9
Cc1ccc(-n2c(=O)c3sccc3n(CC(=O)NC3CCCC3)c2=O)cc1,2,3,-21,14,-8,11,1,4
O=C(CSCc1ccc(Cl)cc1)Nc1ccccc1C(=O)N1CCOCC1,-3,-9,-12,-6,4,15,2,-4
O=C(CCN1C(=O)S/C(=C\c2ccccc2)C1=O)NCCCn1ccnc1,0,-6,-1,11,14,2,2,6
COC(=O)c1c(NC(=O)CN2C(=O)NC3(CCC(C)CC3)C2=O)sc2c1CCC2 (stereo unspecified),-5,8,-15,2,41,3,0,2
O=C(Cc1ccc(Br)cc1)N/N=C/c1ccc(-c2cccc(C(=O)O)c2)o1,-1,-11,0,-13,-6,9,1,-10
COc1ccc(C(=O)/C=C/c2ccccc2)c(OC)c1,-2,3,3,-47,-44,9,16,14
COc1ccc(C(=O)N/C=C/n2cnc3cc(C(F)(F)F)ccc32)cc1,-2,-11,-3,1,2,5,1,21
CCc1ccc(OCCCC(=O)NCc2ccco2)cc1,-5,1,-5,5,0,5,1,-7
CCc1cc(C(=O)NNC(=S)Nc2cccc(C)c2)cs1,-5,-6,6,22,-15,-16,6,5
Cc1cc(C)c2sc(N(CCCN(C)C)C(=O)COc3ccc(Cl)cc3)nc2c1,-5,37,-1,-1,7,12,-7,4
COc1ccc(CCNC(=O)C(=O)NCC2OCCN2S(=O)(=O)c2ccc(OC)c(C)c2)cc1 (stereo unspecified),1,3,-24,12,-18,-3,-12,7
Cc1ccc(C)c(OCCC(=O)N2CCN(S(=O)(=O)c3cc(F)ccc3F)CC2)c1,-4,8,-5,4,-1,0,4,46*
O=C(COc1ccc(S(=O)(=O)NC2CCCCC2)cc1)N1CCN(c2ccc(F)cc2)CC1,-2,-3,-7,12,16,14,-5,6
CCCN(CCC)CCNC(=O)C1CCCN(S(=O)(=O)c2ccc3c(c2)oc(=O)n3C)C1 (stereo unspecified),-3,-6,0,5,3,5,-6,-8
CC1(c2ccc3ccccc3c2)NC(=O)N(CC(=O)N2CCN(c3ccccc3O)CC2)C1=O (stereo unspecified),16,-11,-7,-16,-15,-7,-5,-1
COc1cc(C=O)ccc1OCCCCOc1ccccc1[N+](=O)[O-],-1,-10,6,0,1,14,-4,2
CCCCCCCOC(=O)c1ccc(OC(=O)c2cccnc2)cc1,0,11,-15,9,-14,10,-6,-24
CCOC(=O)N1CCC(NC(=O)c2cccc3c2C(=O)N(CCOC)C3)CC1,-5,7,-7,8,-2,-4,-1,-5
c1cc2ccc3ccc(CN4CCOCC4)c4ccc(c1)c2c34,-6,19,-14,6,-6,-12,-17,2
CN(C(=O)c1ccc(NC(=O)Cc2cccc(NC(=O)C3CCN(C(=O)C4CCC4)CC3)c2)cc1)C1CCCC1,-2,-6,-19,10,5,0,-3,-3
COc1ccc(Cn2c(=O)[nH]c3cc(OC)c(OC)cc3c2=O)cc1,0,5,2,11,4,-1,-3,6
Cc1cc2c(cc1S(=O)(=O)NCc1ccc(Cl)cc1)OCC(=O)N2,1,2,-18,10,0,-10,-13,-5
COc1cccc(NC(=S)N2CCN(S(=O)(=O)c3ccc(F)cc3)CC2)c1,-6,-2,-5,10,1,3,2,8
CCOC(=O)c1c(C)[nH]c(C)c1C(=O)CSc1ncccn1,-5,-3,3,-8,4,-10,-1,-11
Cc1ccc(O)c(CNc2nccs2)c1,-3,11,6,-12,-20,3,6,-9
CCc1noc(C)c1C(=O)OCC(=O)NCCc1ccc(OC)cc1,3,0,-1,-6,1,9,-8,7
COc1ccc(-c2cc(C(F)(F)F)n3nc(C(=O)N(C)Cc4ccccc4)cc3n2)cc1OC,-3,3,-1,16,7,8,17,39
CC(=O)Nc1coc2ccc(Br)cc12,-7,0,-4,15,15,-6,-5,6
O=C1CC(NS(=O)(=O)c2cc(F)ccc2F)CN1c1cccc(F)c1 (stereo unspecified),-5,8,-4,-5,3,-5,10,5
Cc1cccc(C(=O)Nc2ccccc2SCC2CSc3nc4ccccc4c(=O)n32)c1 (stereo unspecified),2,-1,-17,10,8,-4,5,1
CCC1(CC)Cc2ccccc2C2=C(C(=O)N3CCCCC3)C(=O)C(=O)N21,-2,8,-2,19,2,28,-2,-8

# Bioassay records: PubChem BioAssay, Sanford-Burnham Center for Chemical Genomics

# An unsorted share of the library, and some 3% of all compounds hit somewhere here.
